GPR55 LPI antagonism: GPR55 antagonists blocking LPI-driven arrestin recruitment, primary screen, imaging, U2OS, beta-arrestin-GFP, LPI agonist (AID 2013). G-protein coupled receptor 55 (Homo sapiens). U2OS GPR55 beta-arrestin-GFP translocation imaging, LPI antagonism; higher % means a stronger effect. one-dose inhibition, % at 10 µM; IC50 in µM for titrated hits. actives 0.13% (n = 290,000);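 active = spots per cell inhibited over 60%, with over 100 cells counted and total cytoplasm intensity under 500,000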;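 also: U2OS cells stably carrying GPR55 and arrestin-GFP stimulated by 5 µM LPI near EC80; imaged beta-arrestin-GFP aggregate spots per cell after agonist stimulation; plate controls were LPI-stimulated DMSO wells for no effect and DMSO wells without LPI for full effect; some results filed as inactive read as strong as hits; confirmed hits need IC50 under 10 µM and bright autofluorescent wells are also inconclusive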
NOD1 inhibition: NOD1 signaling inhibitors, primary screen, cell-based, luminescence, uHTS (AID 1578) | inhibition, % at 4 µM; hits with a dose series show EC50 in µM | NOD1-driven NF-kB luciferase reporter cells, luminescence; higher % means a stronger effect | actives 1% (n = 290,000); in the data active = inhibition mostly above about 36%, no sharp cut-off; inactive = mostly below about 34%;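 also: HEK-293T reporter cells stimulated with the NOD1 agonist gamma-tri-DAP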
Myeloid diff MLP: induction of myeloid progenitor differentiation, primary screen, cell-based, flow cytometry, MLPCN library. calls only at 10 µM. actives 1% (n = 360,000). ER-HoxA9 myeloid progenitors, lysozyme-GFP differentiation;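 active = normalized GFP-positive differentiation at or above the plate's own cutoff, the solvent-only control mean plus 3 SD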;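 also: cells exposed to compound for four days before flow analysis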
NOD2 inhibition: NOD2 signaling inhibitors, cell-based, luminescence, uHTS, HEK293 (AID 1566). actives 0.63% (n = 290,000). inhibition, % at 4 µM, or EC50 in µM where a hit was titrated. HEK293 NOD2/NF-kB luciferase reporter, luminescence; higher % means a stronger effect; also: many of its hits are not listed in these tables
HIV fusion peptide: inhibitors of HIV fusion peptide binding, primary screen, biochemical, uHTS, fluorescence dequenching (AID 1986). actives 0.3% (n = 290,000). cell-free peptide binding, fluorescence dequenching, 30 min; higher % means a stronger effect. one-dose inhibition, % at 20 µM; IC50 in µM for titrated hits; in the data active = inhibition mostly above about 52%, no sharp cut-off; inactive = mostly below about 76%; also: some results filed as inactive read as strong as hits
GPR55 activation: GPR55 agonists via beta-arrestin recruitment, primary screen, imaging, U2OS cells, beta-arrestin-GFP redistribution (AID 1961) | U2OS GPR55 beta-arrestin-GFP redistribution imaging; higher % means a stronger effect | activation, % at 10 µM, or EC50 in µM where a hit was titrated | actives 0.048% (n = 290,000);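 active = activation above 40% with more than 50 cells counted in the well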;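 also: U2OS osteosarcoma cells stably expressing GPR55 and beta-arrestin-GFP; plate controls were DMSO negative control for no effect and LPI positive control for full effect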
KOR beta-arrestin-1: KOR antagonists, beta-arrestin recruitment, cell-based, luminescence, uHTS (AID 1778); Kappa-type opioid receptor (Homo sapiens); KOR beta-arrestin recruitment, luminescence, antagonist mode; higher % means a stronger effect; inhibition, % at 10 µM; hits with a dose series show IC50 in µM; actives 0.091% (n = 290,000); also: strong numbers were not always called active
KOR beta-arrestin-2: KOR agonists, beta-arrestin recruitment, primary screen, cell-based, luminescence, uHTS (AID 1777) | Kappa-type opioid receptor (Homo sapiens) | KOR beta-arrestin recruitment, luminescence; higher % means a stronger effect | one-dose activation, % at 10 µM; EC50 in µM for titrated hits | actives 0.02% (n = 280,000); in the data active = activation above about 50%, passing the limit was not always enough; also: a part of the inactive calls stands beside numbers as strong as those of hits
GPR35 arrestin U2OS: GPR35 antagonists blocking zaprinast-driven arrestin recruitment, primary screen, imaging, U2OS, beta-arrestin-GFP, zaprinast agonist (AID 2058); G-protein coupled receptor 35 (Homo sapiens); U2OS GPR35 beta-arrestin-GFP translocation imaging, zaprinast antagonism; higher % means a stronger effect; inhibition, % at 10 µM; hits with a dose series show IC50 in µM; actives 0.052% (n = 290,000);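 active = inhibition of at least 50% with at least 30 cells and total cytoplasm GFP at most 10,000,000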
Myeloid diff MLP GFP+ MAC1+ %: further read-out of Myeloid diff MLP, marked with its call; GFP+ MAC1+ double positive, %; measured here: differentiation confirmed by MAC1 staining
Numbers without * were called inactive; i = inactive; . = not tested or not shown; + = active, no number; [ ] = remark or other dose. Rule as the data show it, unless noted: active = inhibition above about 50%; inactive = the rest. Not all compounds are listed (hit frequency here may not be typical).

SMILES	GPR55 LPI antagonism	NOD1 inhibition	Myeloid diff MLP	Myeloid diff MLP GFP+ MAC1+ %	NOD2 inhibition	HIV fusion peptide	GPR55 activation	KOR beta-arrestin-1	KOR beta-arrestin-2	GPR35 arrestin U2OS
CCc1nnc(NC(=O)CCC(=O)Nc2ccc(OC)cc2OC)s1	-19.0%	28.4%	i	0.7	-16.3%	-0.8%	-0.1%	-48.2%	7.6%	-2.3%
CCn1c2ccccc2c2cc(NC(=O)Cc3ccc(S(=O)(=O)N4CCOCC4)s3)ccc21	-6.2%	-12.1%	i	1.6	-24.0%	0.8%	0.0%	4.6%	-0.5%	-11.5%
CCOC(=O)c1ccc(NC(=O)Nc2ccc(Cl)cn2)cc1	-11.6%	-16.2%	i	0.1	-6.6%	2.2%	0.5%	-154.6%	57.9%	0.1%
COc1cccc(C2CC(C(F)(F)F)n3nc(C(=O)NCc4cccnc4)cc3N2)c1 (stereo unspecified)	-1.1%	-14.4%	i	10.4	13.9%	-1.7%	-0.1%	30.5%	6.7%	-4.6%
COc1ccc(C(=O)c2ccc([N+](=O)[O-])cc2)cc1S(=O)(=O)N1CCC(C(=O)O)CC1	6.0%	-35.5%	i	0.5	4.7%	2.1%	0.3%	0.9%	1.0%	-8.6%
CCOc1ccc(C2C(C(=O)c3ccc(C)o3)=C(O)C(=O)N2c2cc(C)on2)cc1OC (stereo unspecified)	5.2%	-23.3%	i	1.0	4.3%	2.6%	-0.1%	-2.5%	-3.6%	-1.0%
Cc1cccc(C(=O)Nc2cccc(NC(=O)c3ccccc3)c2)c1	-0.3%	10.5%	.	.	22.2%	2.9%	-0.2%	-9.1%	-3.5%	-0.2%
Cc1ccc(CNC(=O)c2cc(S(=O)(=O)N3CCOCC3)cn2C)cc1	11.0%	7.0%	i	1.7	12.9%	-0.5%	-0.1%	3.7%[20 µM]	-2.4%	5.0%
Cc1cccc(N/C(N)=N/c2nc3c(c(=O)[nH]2)CCCC3)c1	9.9%	-28.5%	i	0.3	-2.2%	-0.6%	-0.1%	9.6%	0.2%	4.9%
COc1ccc2c3c(c(=O)oc2c1OCC(N)=O)CCCC3	0.4%	-15.1%	i	0.6	9.8%	-0.1%	-0.1%	-8.5%	-0.7%	-8.2%
CC(C)(C)Sc1nc(O)cc(=O)[nH]1	8.8%	2.5%	i	0.7	3.4%	-0.6%	-0.3%	-10.2%	2.7%	-8.4%
Oc1ccccc1/C=N/NC1=NCCCCC1	22.7%	-72.9%	i	7.7	-85.5%	7.0%	-0.1%	-3.2%	3.3%	6.2%
C=CCn1c(-c2cccnc2)n[nH]c1=S	12.7%	-3.8%	i	0.5	1.8%	-1.1%	-0.3%	-39.0%	-2.9%	2.4%
O=C(NC1CCCC1)C1CC(=O)N(c2ccc(F)c(Cl)c2)C1 (stereo unspecified)	18.0%	-21.4%	i	3.9	-16.8%	1.1%	-0.1%	-16.7%	-2.9%	10.6%
Cn1cnc(S(=O)(=O)Nc2cc(C(F)(F)F)ccc2N2CCOCC2)c1	-3.8%	-10.9%	i	0.3	1.3%	-1.8%	-0.2%	-2.1%	-4.8%	-1.3%
CCc1ccc(CCN2C(=O)c3ccccc3C2=O)nc1	7.1%	-13.8%	i	0.3	6.0%	0.3%	-0.6%	-10.2%	2.7%	16.0%
OCCOc1ccc(C2=NCCO2)cc1	3.2%	-27.7%	i	8.4	-6.3%	0.6%	-0.1%	9.0%	-3.3%	4.7%
Clc1ccccc1Cn1nnc(-c2ccccc2)n1	-2.1%	-44.4%	i	0.3	-122.0%	-0.1%	-0.1%	11.5%[20 µM]	.	12.5%
CCN(CC)C(=O)Oc1ccc(Br)c2ccccc12	0.4%	-6.8%	i	0.5	8.5%	3.3%	-0.1%	-15.9%	0.4%	5.6%
Cc1cccc(NC(=O)CCN2C(=O)c3ccccc3C2=O)c1	-7.7%	-25.1%	i	0.1	-1.0%	-0.8%	-0.2%	-15.4%	2.6%	3.2%
O=CN1CCN(S(=O)(=O)c2ccc(Cl)c(C(=O)O)c2)CC1	-1.5%	-43.0%	i	0.1	-3.2%	-0.8%	-0.1%	23.5%	-0.5%	18.7%
COc1c(S(=O)(=O)N2CCN(C)CC2)ccc(Cl)c1Cl	-8.0%	23.4%	i	0.2	10.8%	-0.6%	-0.1%	-7.2%	2.6%	5.7%
C=CCCC(=O)N1CCC(CCC(=O)NC2CC2)CC1	0.2%	16.6%	i	3.0	20.8%	-0.1%	-0.1%	-19.2%	1.9%	-17.0%
CCSc1ccc2cc(OC)ccc2[n+]1CC	-0.6%	-20.6%	+	6.3*	-3.3%	0.1%	0.5%	-1.4%	2.7%	-14.6%
CCC(C)NC(=O)c1ccccc1NC(=O)C(C)N(c1ccccc1)S(C)(=O)=O (stereo unspecified)	-4.1%	-1.7%	i	9.4	-6.8%	0.1%	-0.2%	-61.7%	-1.4%	-5.2%
Cc1nc(S(=O)(=O)N(C)c2ccccc2)c(C#N)c(C)c1Cl	-1.8%	41.5%	i	0.4	-1.0%	-1.8%	-0.1%	-23.6%	2.2%	0.3%
O=[N+]([O-])c1ccc(-c2cn(-c3ccccc3F)c(=S)[nH]2)cc1	13.3%	-27.2%	.	.	-140.4%	6.4%	5.8%	7.5%	-4.4%	3.3%
CCC(C)Cn1c(C(C)O)nc2ccccc21 (stereo unspecified)	16.5%	9.6%	i	1.0	15.2%	0.3%	-0.1%	-4.8%	1.1%	3.2%
CCOC(=O)Cn1nnc2c(sc3nc4c(c(-c5ccc(Cl)cc5)c32)CCC4)c1=O	4.3%	14.3%	i	0.7	26.8%	-4.2%	0.2%	-18.2%	4.1%	5.4%
COC(=O)N/N=C(C)\C=C\c1ccco1	3.5%	-32.9%	i	0.2	-2.2%	11.8%	0.2%	3.6%	7.1%	8.4%
CCOC(=O)N1CCN(C(=O)CN(Cc2ccc(Cl)cc2)S(=O)(=O)c2ccccc2)CC1	-12.7%	-3.6%	i	0.8	-4.7%	-2.5%	-0.1%	-32.5%	4.0%	-14.3%
COC(=O)c1sc(NC(=O)CSc2nnc(C(C)C)n2C)nc1C	2.8%	-6.4%	i	0.6	-14.8%	-0.2%	0.5%	2.1%	-4.9%	0.8%
COc1ccc(-c2cc(-c3ccc(OC)c(OC)c3)n[nH]2)c(O)c1	6.7%	-17.6%	i	1.1	-103.4%	-0.2%	-0.1%	-8.8%	3.8%	-5.9%
COc1cc(CC(=O)OCC(=O)Nc2ccc(S(=O)(=O)N3CCCC3)cc2)cc(OC)c1OC	-5.0%	7.3%	i	1.2	1.9%	-1.1%	0.3%	29.0%	3.2%	9.7%
CCCC(=O)N1CCN(c2nnc(-c3ccc(C)cc3)c3ccccc23)CC1	-1.0%	12.2%	i	0.5	6.1%	-2.6%	0.0%	1.9%	-1.8%	-9.2%
COc1ccccc1N(CC(=O)NCC(C)C)S(=O)(=O)c1cccs1	5.4%	-14.3%	i	2.0	2.0%	-1.2%	0.7%	-7.2%	7.6%	6.9%
C=CCOC(=O)C(C#N)c1nc2ccccc2nc1N1CCN(c2ccccc2OCC)CC1 (stereo unspecified)	-4.2%	-14.7%	i	0.8	4.1%	0.9%	0.0%	0.5%	3.1%	-6.6%
O=C1c2ccccc2NC(c2ccc(-c3ccc(Br)cc3)o2)N1O (stereo unspecified)	18.6%	-38.7%	i	2.1	-1.9%	-1.7%	0.0%	4.2%	-2.3%	-35.2%
CCOC(=O)CN(C(=O)CN1CCOCC1)c1ccc(Br)cc1	-2.6%	-7.1%	i	1.4	1.3%	0.8%	0.6%	5.1%	-9.7%	-1.0%
CCOC(=O)C(C#N)=C1CCN(Cc2ccccc2)CC1	-2.3%	-8.0%	.	.	-0.5%	9.6%	-0.1%	22.4%	-0.1%	-1.6%
N#C/C(=C\c1ccccc1C(F)(F)F)C(=O)Nc1ccccc1	15.3%	-26.3%	i	0.6	4.7%	2.3%	1.5%	3.5%	-0.1%	-16.2%
COc1ccccc1CNC(=O)COc1ccc2c(c1)CCC2	-2.9%	-23.1%	i	0.9	12.8%	2.4%	-0.1%	10.7%	-3.0%	6.6%
CCCOc1ccc(OCCCCNC(C)CC)cc1 (stereo unspecified)	13.3%	0.5%	i	0.7	-12.6%	1.9%	-0.1%	12.1%	-4.5%	15.6%
COc1cccc(C2c3[nH]c4ccccc4c3CCN2C(=O)c2ccccc2F)c1OC (stereo unspecified)	-12.8%	-10.3%	i	0.7	-32.4%	0.8%	-0.1%	-15.7%	6.0%	-0.1%
O=S(=O)(Nc1nccs1)c1ccc(NCc2cc(Br)cc(Br)c2O)cc1	8.0%	-11.1%	i	0.2	6.8%	25.6%	-0.2%	9.8%	0.7%	5.9%

An excerpt from above, showing only KOR beta-arrestin-1 and GPR55 LPI antagonism:
molecule,KOR beta-arrestin-1,GPR55 LPI antagonism
CCOC(=O)N1CCN(C(=O)CN(Cc2ccc(Cl)cc2)S(=O)(=O)c2ccccc2)CC1,-32.5%,-12.7%
COC(=O)c1sc(NC(=O)CSc2nnc(C(C)C)n2C)nc1C,2.1%,2.8%
COc1ccc(-c2cc(-c3ccc(OC)c(OC)c3)n[nH]2)c(O)c1,-8.8%,6.7%

Next structures
SMILES	GPR55 LPI antagonism	NOD1 inhibition	Myeloid diff MLP	Myeloid diff MLP GFP+ MAC1+ %	NOD2 inhibition	HIV fusion peptide	GPR55 activation	KOR beta-arrestin-1	KOR beta-arrestin-2	GPR35 arrestin U2OS
Cc1ccc(CCNC(=O)C2CC(c3cc(C(F)(F)F)cc(C(F)(F)F)c3)=NO2)cc1 (stereo unspecified)	2.5%	5.8%	i	1.0	-4.9%	-2.2%	-0.2%	28.7%	.	6.5%
O=C(O)c1ccc(/C=C2\SC(=S)N(NC(=O)c3ccccc3[N+](=O)[O-])C2=O)cc1	2.4%	-11.9%	i	0.3	-6.2%	8.3%	-0.2%	-37.7%	9.7%	-0.8%
Cc1ccc(NC(=O)Nc2ccc(F)cc2F)c(OC(F)F)c1	8.1%	-13.8%	i	0.5	-15.3%	-0.7%	-0.9%	-4.2%	-4.2%	-8.8%
COc1ccc(CN2CCN(C(=O)CC(C)C)CC2)c(OC)c1OC	8.0%	15.1%	i	1.4	13.2%	-2.1%	-2.3%	23.0%	-0.5%	12.7%
COc1cc2c(cc1OC)C1CC(=O)C(CC(C)C)CN1CC2 (stereo unspecified)	15.1%	-28.1%	i	5.8	13.3%	0.0%	-0.1%	3.1%	-0.1%	5.1%
CCOC(=O)C(CC)n1cnc2c(oc3ccccc32)c1=O (stereo unspecified)	-5.1%	2.8%	i	0.1	0.4%	-0.5%	-0.1%	8.5%	0.2%	-1.7%

Bioassay records as filed in PubChem.
